Screens from PubChem BioAssay.
CXCR6 block = CXCR6 receptor inhibitors, primary screen, cell-based, beta-arrestin, luminescence, CHO-K1 PathHunter, 1536-well; actives 0.36% (n = 360,000); C-X-C chemokine receptor type 6 (Homo sapiens), O00574; inhibition, % at 20 µM; AID 602244, 2012; in the data active = inhibition above about 34%, passing the limit was not always enough;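 note: antagonist mode with CXCL16 agonist at 10 nM final; 0% = 10 nM CXCL16 with DMSO and 100% = unstimulated wells without agonist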
Target sequence (O00574 whole entry, looked up): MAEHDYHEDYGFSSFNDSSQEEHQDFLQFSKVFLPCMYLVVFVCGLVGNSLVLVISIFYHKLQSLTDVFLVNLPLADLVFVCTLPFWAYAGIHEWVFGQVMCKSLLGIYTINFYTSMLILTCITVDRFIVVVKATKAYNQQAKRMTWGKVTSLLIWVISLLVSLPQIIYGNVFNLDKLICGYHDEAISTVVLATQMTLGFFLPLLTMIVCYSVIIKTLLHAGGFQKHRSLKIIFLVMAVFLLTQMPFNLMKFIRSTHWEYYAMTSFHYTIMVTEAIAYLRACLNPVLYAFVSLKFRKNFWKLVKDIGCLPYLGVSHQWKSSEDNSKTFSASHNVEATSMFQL
tim10-1 inh = growth inhibitors of tim10-1 mutant yeast, primary screen, luminescence, uHTS. S. cerevisiae tim10-1 ts strain growth, BacTiter-Glo, 24 h. inhibition, % at 20 µM. actives 2.2% (n = 330,000). AID 463190, 2010;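 active = inhibition of at least 40%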;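 note: mutant grown at 25 °C; 0% = DMSO wells with yeast and 100% = wells holding no yeast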
CHOP UPR activ = activators of apoptotic CHOP UPR arm, primary screen, cell-based, CHO-CHOP luciferase reporter, luminescence, uHTS; activation, % at 10 µM; actives 0.34% (n = 330,000); UPR activation; percent of tunicamycin response over DMSO baseline;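 active = at 10 µM dose, activation of 40% or more, normalized to positive control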;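 note: 100% = tunicamycin at 10 µg/mL and 0% = DMSO alone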
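Test system: CHO-CHOP cells, stable luciferase reporter of PERK-eIF2a-CHOP signalling | Quantity: 500 CHO-CHOP cells per well | Buffer or medium: F12 plus 10% serum | Compound dosing: 10 µM single point, 0.5% DMSO | Schedule: 6 h compound treatment, 37 °C | Signal: Luciferase luminescence | Control set: Tunicamycin high control, DMSO low control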
Mdm2 MdmX PPI = inhibitors of human Mdm2-MdmX association, primary screen, cell-based, luminescence, split luciferase, SaOS-2, uHTS. inhibition, % at 8 µM. SaOS-2 split-luciferase Mdm2/MdmX complementation. actives 3% (n = 330,000). Protein Mdm4 (Homo sapiens) + E3 ubiquitin-protein ligase Mdm2 (Homo sapiens), …;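 active = inhibition of at least 50% at 8 µM in the primary screen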
UPR XBP1 act = activators of adaptive XBP1 UPR arm, primary screen, cell-based, CHO-XBP1 luciferase reporter, luminescence, uHTS; activation, % at 20 µM; IRE1-XBP1 UPR activation; percent of tunicamycin response, DMSO as zero; AID 463104, 2010; actives 0.33% (n = 330,000);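 active = versus positive control, 20 µM dose yields 30% or more activation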;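 note: 100% = tunicamycin at 10 µg/mL and 0% = DMSO only wells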
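Signal: luciferase luminescence; Assay system: CHO-XBP1 luciferase reporter cells; Amount: one thousand reporter cells per well; Dosing: 20 µM single concentration, DMSO 1%; Benchmarks: high control tunicamycin 10 µg/mL final, low control DMSO vehicle only; Schedule: 6 h compound exposure at 37 °C, 5% CO2; Evaluation: percent activation relative to tunicamycin reference.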
tim23-1 inh = growth inhibitors of tim23-1 mutant yeast, primary screen, luminescence, uHTS. actives 1.3% (n = 330,000). S. cerevisiae tim23-1 growth, BacTiter-Glo luminescence, 24 h. inhibition, % at 20 µM;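 active = growth inhibition of the mutant yeast at or above 50%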;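 note: temperature-sensitive mutant grown at 25 °C; plate controls were DMSO-treated mutant yeast for no effect and medium wells lacking yeast for full effect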
APJ antag = antagonists of human apelin receptor APJ, primary screen, CHO-K1 cells, beta-arrestin complementation, luminescence; inhibition, % at 20 µM; actives 0.32% (n = 330,000);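 active = inhibition above about 40% at 20 µM, limit read from the data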;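 note: cells challenged with 10 nM apelin-13 agonist together with compound; plate controls were apelin-13 plus DMSO wells for no effect and DMSO wells lacking apelin-13 for full effect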
Target sequence (P35414 whole entry, looked up): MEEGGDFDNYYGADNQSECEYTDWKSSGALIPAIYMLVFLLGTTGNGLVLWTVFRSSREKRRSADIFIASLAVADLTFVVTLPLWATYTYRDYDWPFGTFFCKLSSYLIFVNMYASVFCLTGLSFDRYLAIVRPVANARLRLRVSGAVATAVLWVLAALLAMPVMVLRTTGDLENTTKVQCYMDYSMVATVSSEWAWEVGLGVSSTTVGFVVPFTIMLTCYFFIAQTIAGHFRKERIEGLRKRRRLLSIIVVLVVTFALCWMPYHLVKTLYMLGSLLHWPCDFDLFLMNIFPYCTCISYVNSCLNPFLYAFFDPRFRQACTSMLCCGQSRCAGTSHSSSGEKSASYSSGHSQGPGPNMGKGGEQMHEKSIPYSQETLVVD
TIM10 inh = growth inhibitors of isogenic TIM10 control yeast, primary screen, counter-screen for tim10-1 yeast inhibitor project, luminescence, uHTS; S. cerevisiae TIM10 strain growth, BacTiter-Glo luminescence, 24 h; inhibition, % at 10 µM; actives 1.4% (n = 330,000);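 active = inhibition of 40% or more at the single tested concentration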;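 note: wild-type TIM10 isogenic control strain grown at permissive 25 °C; 0% = DMSO yeast wells and 100% = minimal medium wells without yeast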
APJ agonist = agonists of human apelin receptor APJ, primary screen, CHO-K1 cells, PathHunter beta-arrestin, luminescence; activation, % at 20 µM; actives 0.11% (n = 330,000); 0% DMSO wells, 100% apelin;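 active = activation more than six SD over the plate average, tested at 20 µM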;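 note: 0% = DMSO alone and 100% = apelin-13 at 10 nM; some results filed as inactive read as strong as hits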
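Assay system: engineered CHO-K1 APJ arrestin reporter cells; Amount: 1000 CHO-K1 reporter cells seeded per well; Dosing: one dose, 20 µM compound, 1% DMSO; Times: compound stimulation 90 min at 25 °C, detection 60 min; Measured by: luminescent beta-gal fragment complementation, chemiluminescent substrate; Read-out: APJ–arrestin association signal; Controls: DMSO vs Apelin-13 10 nM.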
The depositor's hits bear a star; / = not tested or not shown.

no.	Structure	CXCR6 block	tim10-1 inh	CHOP UPR activ	Mdm2 MdmX PPI	UPR XBP1 act
1	O=C(CN(c1ccccc1)S(=O)(=O)c1ccccc1)NCCSc1ccccn1	6	25	-1.2	19	-2
2	CN(C)/C=N/C(=S)Nc1ccc(F)cc1	-17	-10	0.6	9	0
3	CCCOC(=O)c1ccc(Cl)c(NC(=O)c2ccc(-c3ccccc3)cc2)c1	-2	2	5.9	40	5
4	CCc1cccc2c(C(=O)CSc3nncn3C)c[nH]c12	-4	9	4.1	-22	1
5	N#C/C(=C/c1ccco1)c1nc2ccccc2s1	1	27	6.7	-250	2
6	CCC(Sc1nc2ccccc2c(=O)[nH]1)C(=O)O (configuration not stated)	-3	7	-1.6	2	1
7	Cc1nc2ccc(S(=O)(=O)NCC(=O)N3CCCC(C)C3)cc2s1 (configuration not stated)	11	24	-3.0	6	0
8	Cc1cc(C(=O)NC2CCCCC2)c(C)o1	9	6	2.8	13	3
9	O=C(NCc1ccccn1)Nc1ccc(Br)cc1	-14	-4	6.2	-4	-4
10	COc1ccccc1CNC(=O)CN1C(=O)CSc2ccc(S(=O)(=O)N3CCCC3)cc21	-3	-18	-0.6	3	-2

no.	tim23-1 inh	APJ antag	TIM10 inh	APJ agonist
1	11	-6	-9	-2
2	-14	5	-18	-2
3	9	9	7	-1
4	1	-3	0	-4
5	50	-5	37	0
6	8	24	-2	-2
7	17	8	12	-3
8	-10	0	11	8
9	-10	11	4	2
10	-3	2	3	-2

(cont.)
no.	Structure	CXCR6 block	tim10-1 inh	CHOP UPR activ	Mdm2 MdmX PPI	UPR XBP1 act
11	CNC(=S)N(CCc1c(C)[nH]c2ccccc12)Cc1cc(OC)c(OC)c(OC)c1	-5	5	1.4	21	-1
12	C=CC[C@@H](CC(=O)N[C@@H](CO)Cc1ccccc1)C(=O)N[C@H](C)COC(=O)[C@@H](CC=C)Cc1ccc(F)cc1	4	4	0.6	17	0
13	O=C(N[C@@H](Cc1ccccc1)C(=O)N1CCN(S(=O)(=O)c2ccc(F)cc2)CC1)c1ccco1	3	17	1.1	-1	-2
14	Cc1cc(C(=O)CCC(=O)NCc2ccccc2F)c(C)s1	-2	14	0.1	13	4
15	Cc1cc2cc(C)c(NCCNC(=O)c3ccccc3)nc2cc1C	-6	38	0.6	-16	6
16	CCCCCCOc1ccc(N2C(=O)CC(SC(=NCC)NCC)C2=O)cc1 (configuration not stated)	7	-8	-2.4	32	-1
17	Cn1c(N2CCN(C(=O)NCc3ccccc3)CC2)nc2ccccc21	3	-1	1.0	-4	-2
18	CCn1cc(-c2cc(C(=O)O)c3ccccc3n2)cn1	-6	9	-1.7	14	-1
19	O=C(/C=C/c1ccc2c(c1)OCO2)c1ccco1	-2	17	4.6	-3	1
20	COc1cc(NC(=O)C/C(C)=N/NC(=O)c2cccs2)c(OC)cc1Cl	2	23	-0.9	13	-3

no.	tim23-1 inh	APJ antag	TIM10 inh	APJ agonist
11	1	1	8	-2
12	5	-7	5	-1
13	26	22	3	-3
14	15	-21	-2	-6
15	20	10	24	-4
16	-6	19	-2	-3
17	-10	14	-23	-1
18	25	0	3	-3
19	24	17	22	-1
20	22	9	23	-3

Going on with the list.
no.	Structure	CXCR6 block	tim10-1 inh	CHOP UPR activ	Mdm2 MdmX PPI	UPR XBP1 act
21	O=C1CCCC/C=C\C[C@H](CC(=O)N(CCO)Cc2ccccc2)C(=O)NCCO1	-3	1	-0.6	16	1
22	CC(C)(C)OC(=O)N[C@@H](Cc1ccccc1)C(=O)N1CCC(C(=O)O)CC1	-1	-7	-0.7	0	-1
23	COc1cnn(-c2ccc(Br)cc2)c(=O)c1SCc1ccccc1	-14	-3	5.7	-65	-1
24	CC(C)N(C(=O)[C@H]1C[C@H](CC(=O)NCCC2=CCCCC2)C(=O)N2CCc3c([nH]c4cc(-c5ccco5)ccc34)[C@]12C)C(C)C	8	18	5.4	28	2
25	O=C(CNC(=O)c1ccc(F)cc1)Nc1ccccc1C(F)(F)F	-1	-17	0.8	-21	-4
26	CCOC(=O)c1c(C)[nH]c(C(=O)CSc2ccc(Cl)cc2)c1C	-14	8	2.9	-109	-1
27	N#CC1=C(SCc2ccccc2)NC2=C(C(=O)CCC2)C1c1ccc2c(c1)OCO2 (configuration not stated)	11	27	0.8	15	-3
28	O=C(CCl)NN1C(=O)NC2(CCCCC2)C1=O	1	-2	1.8	-11	-5
29	CC1=CCC2([N+](=O)[O-])CN(CC(=O)O)CC1([N+](=O)[O-])C2 (configuration not stated)	0	-14	-2.1	-10	2
30	O=[N+]([O-])c1ccc(OCCCOc2cccc3cccnc23)cc1	6	7	4.5	2	2

no.	tim23-1 inh	APJ antag	TIM10 inh	APJ agonist
21	4	5	-2	-1
22	-1	-7	-6	0
23	28	-10	2	-5
24	36	/	1	/
25	9	-1	-4	-1
26	5	-25	9	-3
27	23	7	32	2
28	6	2	12	1
29	8	4	4	-3
30	14	9	7	2

New compounds follow
no.	Structure	CXCR6 block	tim10-1 inh	CHOP UPR activ	Mdm2 MdmX PPI	UPR XBP1 act
31	COCCCNC(=O)/C(C#N)=C/c1ccc(OCC(=O)O)c(OC)c1	-8	-4	-1.0	-19	-7
32	O=C(N/N=C/c1cn(-c2cccs2)nc1-c1ccccc1)c1ccccc1Br	-5	0	3.1	-7	1
33	O/N=C1\CCCc2ccc(Cl)cc21	-11	14	0.8	-26	6
34	C[C@H](CO)N1C[C@H](C)[C@@H](CN(C)C(=O)Nc2ccc3c(c2)OCO3)Oc2ccc(NC(=O)Nc3ccc4c(c3)OCO4)cc2C1=O	8	6	0.5	-3	-4
35	Cc1cc(/C=N/NC(=O)c2ccc(CN3CCOCC3)cc2)c(C)n1-c1ccccc1	-2	6	0.5	-14	3
36	CNCCNC[C@H](Cc1cccc2ccccc12)NCCc1ccccc1	-7	-5	3.9	9	3
37	Cn1c(N)c(C(=O)COC(=O)CSc2ccc(Cl)cc2)c(=O)n(C)c1=O	-3	23	2.1	-15	1
38	Cc1ccc(NC(=O)CCc2c(C)[nH]c(=O)c(C#N)c2C)cc1	-2	15	-1.4	-3	-1
39	Cc1ccc2c(c1)N(C)/C(=C/c1cccc[n+]1C)S2	9	13	-2.7	79*	-7
40	O=C(N/N=C/c1cccnc1)c1sc2ccccc2c1Cl	0	-8	2.2	17	-3

no.	tim23-1 inh	APJ antag	TIM10 inh	APJ agonist
31	2	-9	10	0
32	17	-4	3	-1
33	4	5	8	0
34	13	1	14	0
35	3	11	3	-5
36	-16	7	-3	-1
37	10	17	12	-5
38	1	7	1	2
39	5	19	13	-1
40	31	1	15	-4

More entries follow.
no.	Structure	CXCR6 block	tim10-1 inh	CHOP UPR activ	Mdm2 MdmX PPI	UPR XBP1 act
41	Cc1ccc(NC(=O)N/C=C/c2ccc(Cl)cc2)cc1	7	-19	5.0	-7	2
42	O=C1c2cccc3cccc(c23)C(=O)N1CCCSc1ncn[nH]1	-3	16	0.9	12	2
43	CCCC1=C(C(=O)OCC)C(c2cccs2)n2ncnc2N1 (configuration not stated)	5	-15	4.7	9	-2
44	CCOP(=O)(OCC)C(NC(=O)Nc1ccc(Cl)cc1)C(N)=O (configuration not stated)	-5	-2	3.7	15	0
45	CC(=O)N1N=C(c2ccco2)CC1c1ccc(Br)cc1 (configuration not stated)	-1	17	2.6	-2	-1
46	Cc1nnc(SCC(=O)N(C(C)C)C(C)C)nc1C	-6	17	-1.1	-4	0
47	CC(=O)c1cccc(N=Cc2c(O)ccc3ccccc23)c1	-14	4	0.4	27	-6
48	COC(=O)Nc1c(-c2ccccc2)nc2ccc(C)cn12	5	-11	2.4	6	-3
49	C[C@@H]1CN([C@@H](C)CO)C(=O)c2cc(NC(=O)CCN3CCOCC3)ccc2O[C@@H]1CN(C)C(=O)Nc1ccccc1	-4	-5	-0.6	-4	-3
50	COc1ccc(/C(C)=N/Nc2nccnc2Cl)cc1	-20	-14	4.7	-31	4

no.	tim23-1 inh	APJ antag	TIM10 inh	APJ agonist
41	-6	-3	2	-5
42	22	1	9	-4
43	-12	-9	-6	1
44	9	6	-1	3
45	7	-3	15	-4
46	9	-8	1	2
47	44	-11	5	-2
48	-10	17	-10	-1
49	-2	-4	-2	-2
50	-7	-53	-5	-5

Remaining list, next part.
no.	Structure	CXCR6 block	tim10-1 inh	CHOP UPR activ	Mdm2 MdmX PPI	UPR XBP1 act
51	CCN(CC)CCNC(=O)C1c2ccccc2C(=O)N(CCOC)C1c1ccc(F)cc1 (configuration not stated)	-3	0	-1.1	-14	1
52	COC(=O)c1ccc(C(NC(=O)c2cccnc2)NC(=O)c2cccnc2)cc1	6	4	0.2	26	-6
53	CCC(C(=O)NC(C)(C)C)N(C(=O)Cn1nnc(-c2ccccc2F)n1)c1cccc2c1CCCC2 (configuration not stated)	10	30	1.8	-5	1
54	COc1ccc(N2CCN(C(=O)COc3ccc(Cl)cc3Cl)CC2)cc1	-9	40	2.2	17	-3
55	CCOc1ccc(C2C(C(=O)c3ccc(C)o3)=C(O)C(=O)N2c2cc(C)on2)cc1OC (configuration not stated)	-2	4	0.3	6	1
56	C[N+](C)(C)CCOC(=O)CCC(=O)OCC[N+](C)(C)C	-4	6	-0.8	6	-7

no.	tim23-1 inh	APJ antag	TIM10 inh	APJ agonist
51	5	8	-5	6
52	22	13	-1	0
53	4	8	4	-2
54	48	21	27	-3
55	10	-31	4	-3
56	-9	14	13	-1

Some of the compounds tested. The share of hits here may be higher or lower than overall.
